Tn7 DDE FP: disrupts Tn7 cyclic peptide binding to fibrin D-Dimer-E complex. AID 720508. FP displacement of FITC-Tn7 peptide from fibrin DD(E); 0% = median of compound wells per plate. inhibition, % at 8.3 µM. P02675. 0.13% of 370,000 active;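 active = inhibition above the mean of compounds falling within the control limits plus 3 SD of them, cut at about 14% in these data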;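 also: 0% = plate median of compound wells and 100% = 10 µM Aha-Tn7 peptide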
Target sequence (P02675 whole entry, looked up): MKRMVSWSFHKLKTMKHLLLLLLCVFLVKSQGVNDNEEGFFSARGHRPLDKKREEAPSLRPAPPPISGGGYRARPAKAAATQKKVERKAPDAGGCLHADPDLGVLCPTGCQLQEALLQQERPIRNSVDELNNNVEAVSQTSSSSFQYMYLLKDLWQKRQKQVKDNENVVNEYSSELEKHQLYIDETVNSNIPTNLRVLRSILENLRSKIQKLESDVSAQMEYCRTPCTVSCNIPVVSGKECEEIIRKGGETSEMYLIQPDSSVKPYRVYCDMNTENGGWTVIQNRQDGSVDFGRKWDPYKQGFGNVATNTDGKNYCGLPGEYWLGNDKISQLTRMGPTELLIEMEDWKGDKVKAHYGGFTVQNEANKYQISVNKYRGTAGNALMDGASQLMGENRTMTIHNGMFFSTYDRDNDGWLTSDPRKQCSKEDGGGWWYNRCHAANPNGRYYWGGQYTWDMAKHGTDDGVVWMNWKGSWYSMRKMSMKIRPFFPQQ
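System: human fibrin DD(E); quantity: Fibrin-DD(E) at 2 µM final; also added: fluorescent Tn7 probe at 0.1 µM; compound dosing: single nominal test concentration of 8.3 µM per compound; schedule: 10 min preincubation, 3 h with tracer, room temperature; detection: fluorescence polarization of the labelled Tn7 tracer; repeats: one replicate per compound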
ASAP1 GAP inh: blocks human ASAP1-stimulated Arf1 GTP hydrolysis; 0.19% of 360,000 active; inhibition, % at 16.5 µM; AID 624377; Q9ULH1; GDP FP detection; in the data active = inhibition above about 25%;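 also: 0% = vehicle with enzyme and substrate and 100% = no enzyme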
Tn6 DDE FP: DD(E)-Tn6 binding inhibition, primary FP screen; 0.21% of 370,000 active; P02675; AID 720509; Fibrin DD(E) TRITC-Tn6 fluorescence polarization displacement; inhibition, % at 8.3 µM;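 active = inhibition above a per-campaign cutoff: mean of compounds within control limits plus 3 SD, cut at about 15% in these data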;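 also: 0% = median of all compound wells on the plate and 100% = blocking peptide control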
HGIII-sPLA2 inh: Inhibits HGIII-sPLA2 liposome hydrolysis, primary screen; Q9NZ20; QFRET BODIPY PC-A2 liposome hydrolysis, fluorescence; inhibition, % at 12.2 µM; 0.56% of 370,000 active; AID 743126;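 active = inhibition above mean plus 3 SD of compounds lying within the high and low control bounds, cut at about 19% in these data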;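 also: 0% = median of test compound wells and 100% = no enzyme DMSO wells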
KLK7 zymogen act: activates the human kallikrein-7 zymogen; 0.9% of 370,000 active; P49862; activation, % at 7 µM; purified proKLK7, EDANS-DABCYL substrate fluorescence; 100% is mature enzyme control, 0% vehicle; AID 652039;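 active = activation above the mean of all tested compounds plus 3 SD, computed per campaign excluding outliers beyond control limits, cut at about 13% in these data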
PLCg1 inh: blocks human PLC-gamma1 enzyme activity. P19174. purified PLC-gamma1, fluorogenic substrate, fluorescence. inhibition, % at 12.2 µM. 0.84% of 370,000 active; in the data active = inhibition above about 9.5%
PLC-beta3 inh: inhibitors of human phospholipase C beta3; Q01970; Purified PLC-beta3, fluorogenic substrate, fluorescence; inhibition, % at 12.2 µM; 0.18% of 370,000 active; AID 720704; in the data active = inhibition above about 11%;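 also: 0% = median of compound wells on plate and 100% = full blocker control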
UHRF1 binding: UHRF1 methyl-DNA binding inhibition; Q96T88; UHRF1 binding to methylated oligo, TR-FRET; inhibition, % at 4.4 µM; 0.75% of 370,000 active; in the data active = inhibition above about 21%;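 also: UHRF1 SRA domain binding a hemimethylated CpG hairpin DNA probe; 0% = median of test compound wells and 100% = reference inhibitor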
Rev-erbA mod: Rev-erb alpha (human) modulation; P20393; Rev-erbα–FITC-DNA binding, fluorescence polarization, 90 min; activity, % at 10 µM; 0.79% of 370,000 active;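 active = activity above about 14%, limit read from the data; passing the limit was not always enough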;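 also: 0% = DMSO wells with 35 nM protein and 100% = DMSO wells with 750 nM protein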
Target sequence (P20393 whole entry, looked up): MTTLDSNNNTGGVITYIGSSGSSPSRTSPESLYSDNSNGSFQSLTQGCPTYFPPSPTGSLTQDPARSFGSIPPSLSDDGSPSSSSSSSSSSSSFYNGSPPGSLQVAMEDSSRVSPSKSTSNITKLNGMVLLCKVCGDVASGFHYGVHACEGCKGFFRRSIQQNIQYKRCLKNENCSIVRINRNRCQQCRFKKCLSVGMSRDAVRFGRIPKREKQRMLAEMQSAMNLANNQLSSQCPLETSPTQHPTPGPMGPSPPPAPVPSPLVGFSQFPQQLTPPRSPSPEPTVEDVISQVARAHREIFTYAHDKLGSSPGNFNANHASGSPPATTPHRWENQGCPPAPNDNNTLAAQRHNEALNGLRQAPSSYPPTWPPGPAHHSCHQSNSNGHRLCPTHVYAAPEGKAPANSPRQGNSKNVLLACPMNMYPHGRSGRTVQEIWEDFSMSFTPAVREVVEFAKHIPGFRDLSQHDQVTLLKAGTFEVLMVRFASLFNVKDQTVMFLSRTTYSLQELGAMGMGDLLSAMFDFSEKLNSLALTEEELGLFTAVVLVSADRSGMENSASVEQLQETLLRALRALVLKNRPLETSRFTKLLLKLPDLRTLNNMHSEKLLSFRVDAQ
ARFGAP1 inh: inhibitors of rat ARFGAP1; inhibition, % at 16.5 µM; Q62848; 0.26% of 360,000 active; Arfgap1-stimulated ARF1 GTP hydrolysis, GDP FP detection;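 active = inhibition above a per-plate limit, mean inhibition of low control wells plus 3 SD, cut at about 25% in these data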;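 also: 0% = DMSO wells with enzyme and 100% = wells lacking Arfgap1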
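Replicates: Single well per compound | Assay system: Truncated rat Arfgap1 GAP domain | Control set: No-Arfgap1 wells (100%) versus DMSO full-reaction wells (0%) | Times: Enzyme reaction 120 min at 25 °C after 20 min preincubation | Reagent: Human ARF1(Δ1-17)-GTP substrate | Measured by: Tracer-displacement fluorescence polarization with EDTA stop, 620/688 nm | Measure: Percent inhibition of Arfgap1-stimulated GTP hydrolysis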
* hit, by the source's call.

CCc1cc2c(SCC(=O)Nc3ncc(Cl)c(C)c3Cl)ncnc2s1 was read as Tn7 DDE FP 9.0, ASAP1 GAP inh 8.0, Tn6 DDE FP 8.1, HGIII-sPLA2 inh -8.7, KLK7 zymogen act -0.3, PLCg1 inh -9.0, PLC-beta3 inh -6.1, UHRF1 binding -2.5, Rev-erbA mod 8.1 and ARFGAP1 inh -4.9.
Screening CCOc1ccc(CNC(=O)CCCC(=O)n2nc(C)c3ccccc32)cc1 returned Tn7 DDE FP -4.1, ASAP1 GAP inh 1.5, Tn6 DDE FP 5.7, HGIII-sPLA2 inh 2.5, KLK7 zymogen act -0.1, PLCg1 inh 1.1, PLC-beta3 inh -14.3, UHRF1 binding 3.3, Rev-erbA mod -1.1 and ARFGAP1 inh 2.1.
For CCn1c(SCC(=O)Nc2ccc(N3CCOCC3)cc2)nnc1C1CC1 the results were Tn7 DDE FP 0.1, ASAP1 GAP inh 4.9, Tn6 DDE FP -3.7, HGIII-sPLA2 inh -8.0, KLK7 zymogen act -0.5, PLCg1 inh 1.1, PLC-beta3 inh -4.7, UHRF1 binding -0.1, Rev-erbA mod -3.6 and ARFGAP1 inh -2.8.
For O=C(CCS(=O)(=O)c1ccc2c(c1)NC(=O)CS2)NCCc1ccc(Cl)cc1 the results were Tn7 DDE FP 3.1, ASAP1 GAP inh 1.6, Tn6 DDE FP 4.5, HGIII-sPLA2 inh -6.3, KLK7 zymogen act -0.4, PLCg1 inh 2.4, PLC-beta3 inh -4.2, UHRF1 binding 0.0, Rev-erbA mod 2.5 and ARFGAP1 inh 6.3.
For O=C(N1CCOCC1)N1CCC(c2nc(-c3ccc(S(=O)(=O)N4CCOCC4)cc3)no2)CC1 the results were Tn7 DDE FP -5.0, ASAP1 GAP inh 4.7, Tn6 DDE FP 3.0, HGIII-sPLA2 inh 2.1, KLK7 zymogen act 0.5, PLCg1 inh 5.2, PLC-beta3 inh 0.2, UHRF1 binding 0.8, Rev-erbA mod -4.4 and ARFGAP1 inh -0.8.
Screening CC1(C(=O)NCc2ccc(F)cc2)Oc2ccccc2NC1=O (stereo not drawn) returned Tn7 DDE FP 3.1, ASAP1 GAP inh 0.1, Tn6 DDE FP -4.2, HGIII-sPLA2 inh -3.5, KLK7 zymogen act 0.3, PLCg1 inh 1.4, PLC-beta3 inh -5.1, UHRF1 binding -0.6, Rev-erbA mod 2.9 and ARFGAP1 inh 1.7.
`Cc1scc(C(=O)N/N=C/c2ccc(OCC(C)C)cc2)c1C` gave Tn7 DDE FP -0.3, ASAP1 GAP inh 11.8, Tn6 DDE FP -2.2, HGIII-sPLA2 inh 1.6, KLK7 zymogen act 0.7, PLCg1 inh 3.6, PLC-beta3 inh 3.4, UHRF1 binding 1.4, Rev-erbA mod -3.0 and ARFGAP1 inh -1.4.
`O=C(CCc1ccccc1)NC(NC(=S)Nc1ccc(Cl)cc1)C(Cl)(Cl)Cl` (stereo not drawn) gave Tn7 DDE FP 10.6, ASAP1 GAP inh -1.5, Tn6 DDE FP -3.9, HGIII-sPLA2 inh -6.5, KLK7 zymogen act 0.1, PLCg1 inh 4.9, PLC-beta3 inh -8.4, UHRF1 binding -0.8, Rev-erbA mod 7.6 and ARFGAP1 inh -11.4.
Screening COc1ccc(-c2cc(C(=O)N/N=C/c3ccc4c(c3)OCO4)c3ccccc3n2)c(OC)c1 returned Tn7 DDE FP 0.2, ASAP1 GAP inh -6.1, Tn6 DDE FP -0.1, HGIII-sPLA2 inh 5.4, KLK7 zymogen act -121.7, PLCg1 inh -210.5, PLC-beta3 inh -285.0, UHRF1 binding 5.2, Rev-erbA mod 5.1 and ARFGAP1 inh 1.3.
Screening CCC(=O)N1CCc2cc(S(=O)(=O)NCCC(=O)Nc3cc(C)cc(C)c3)ccc21 returned Tn7 DDE FP 1.4, ASAP1 GAP inh 3.3, Tn6 DDE FP -11.1, HGIII-sPLA2 inh -10.5, KLK7 zymogen act 0.4, PLCg1 inh -2.2, PLC-beta3 inh -1.8, UHRF1 binding 3.1, Rev-erbA mod 3.0 and ARFGAP1 inh 1.6.
`Cc1ccc(C2(C)NC(=O)N(CCOc3ccccc3)C2=O)cc1` (stereo not drawn) gave Tn7 DDE FP -2.6, ASAP1 GAP inh 2.1, Tn6 DDE FP 2.8, HGIII-sPLA2 inh 1.4, KLK7 zymogen act 0.2, PLCg1 inh 1.6, PLC-beta3 inh 3.1, UHRF1 binding 0.0, Rev-erbA mod 5.0 and ARFGAP1 inh -2.0.
`CCOC(=O)c1oc2ccccc2c1NC(=O)c1ccco1` gave Tn7 DDE FP 4.2, ASAP1 GAP inh 6.1, Tn6 DDE FP 12.8, HGIII-sPLA2 inh -1.9, KLK7 zymogen act 0.2, PLCg1 inh -2.6, PLC-beta3 inh -12.3, UHRF1 binding -1.5, Rev-erbA mod 10.9 and ARFGAP1 inh 5.6.
O=C(Nc1ccccc1)c1ccc(NCCN2CCOCC2)c(S(=O)(=O)N2CCOCC2)c1 was read as Tn7 DDE FP -0.5, ASAP1 GAP inh -2.1, Tn6 DDE FP -5.9, HGIII-sPLA2 inh -4.3, KLK7 zymogen act 0.2, PLCg1 inh 2.2, PLC-beta3 inh 2.5, UHRF1 binding 0.8, Rev-erbA mod -0.5 and ARFGAP1 inh 13.7.
`O=C(c1ccccc1F)N1CCN(c2ccc([N+](=O)[O-])c(NCC3CCCO3)c2)CC1` (stereo not drawn) gave Tn7 DDE FP 0.0, ASAP1 GAP inh 12.0, Tn6 DDE FP -3.7, HGIII-sPLA2 inh -3.4, KLK7 zymogen act 0.2, PLCg1 inh 3.2, PLC-beta3 inh 2.6, UHRF1 binding 1.7, Rev-erbA mod 4.5 and ARFGAP1 inh -1.5.
`CNS(=O)(=O)c1cc(NC(=O)c2cncn2-c2ccccc2)ccc1C` gave Tn7 DDE FP 0.6, ASAP1 GAP inh -3.1, Tn6 DDE FP 6.1, HGIII-sPLA2 inh 1.0, KLK7 zymogen act -0.6, PLCg1 inh 1.1, PLC-beta3 inh -2.6, UHRF1 binding 5.8, Rev-erbA mod 2.2 and ARFGAP1 inh -5.1.

Gathered by group, those above containing two or more sulfur atoms.
CCc1cc2c(SCC(=O)Nc3ncc(Cl)c(C)c3Cl)ncnc2s1 was read as Tn7 DDE FP 9.0, ASAP1 GAP inh 8.0, Tn6 DDE FP 8.1, HGIII-sPLA2 inh -8.7, KLK7 zymogen act -0.3, PLCg1 inh -9.0, PLC-beta3 inh -6.1, UHRF1 binding -2.5, Rev-erbA mod 8.1 and ARFGAP1 inh -4.9.
For O=C(CCS(=O)(=O)c1ccc2c(c1)NC(=O)CS2)NCCc1ccc(Cl)cc1 the results were Tn7 DDE FP 3.1, ASAP1 GAP inh 1.6, Tn6 DDE FP 4.5, HGIII-sPLA2 inh -6.3, KLK7 zymogen act -0.4, PLCg1 inh 2.4, PLC-beta3 inh -4.2, UHRF1 binding 0.0, Rev-erbA mod 2.5 and ARFGAP1 inh 6.3.

(next part)
`OC[C@H]1O[C@@H](c2nc(-c3ccc(Br)cc3)no2)C[C@@H]1O` gave Tn7 DDE FP 1.7, ASAP1 GAP inh 8.6, Tn6 DDE FP -5.2, HGIII-sPLA2 inh 8.7, KLK7 zymogen act -0.1, PLCg1 inh 0.4, PLC-beta3 inh 1.9, UHRF1 binding 1.6, Rev-erbA mod 1.4 and ARFGAP1 inh 0.4.
For O=c1[nH]c2cc3c(cc2cc1C(c1nnnn1CC1CCCO1)N1CCCCCC1)OCCO3 (stereo not drawn) the results were Tn7 DDE FP 3.7, ASAP1 GAP inh -7.6, Tn6 DDE FP -1.7, HGIII-sPLA2 inh -4.5, KLK7 zymogen act 11.6, PLCg1 inh -60.6, PLC-beta3 inh -87.5, UHRF1 binding -2.8, Rev-erbA mod 2.3 and ARFGAP1 inh 4.5.
`O=C(COC(=O)c1ccccc1O)Nc1ncc(Cl)cc1Cl` gave Tn7 DDE FP -3.9, ASAP1 GAP inh -1.8, Tn6 DDE FP 1.0, HGIII-sPLA2 inh -4.2, KLK7 zymogen act 3.5, PLCg1 inh -11.6, PLC-beta3 inh -16.7, UHRF1 binding -0.1, Rev-erbA mod -2.0 and ARFGAP1 inh 9.8.
`Cc1cccc(C)c1NC(=S)NNc1ncc(C(F)(F)F)cc1Cl` gave Tn7 DDE FP 2.0, ASAP1 GAP inh -3.2, Tn6 DDE FP -3.8, HGIII-sPLA2 inh 11.4, KLK7 zymogen act 0.4, PLCg1 inh -3.1, PLC-beta3 inh -1.4, UHRF1 binding -0.5, Rev-erbA mod -2.6 and ARFGAP1 inh 6.0.
Screening Cc1cnc(Nc2nc3ccccc3o2)nc1C(=O)Nc1cccc(C(F)(F)F)c1 returned Tn7 DDE FP -1.1, ASAP1 GAP inh 3.1, Tn6 DDE FP 3.3, HGIII-sPLA2 inh 3.2, KLK7 zymogen act -0.6, PLCg1 inh 1.0, PLC-beta3 inh 2.5, UHRF1 binding -3.0, Rev-erbA mod -3.6 and ARFGAP1 inh 1.2.
CC(NC(=O)C1CCN(CCOc2ccc(Cl)cc2)CC1)c1cccc2ccccc12 (stereo not drawn) was read as Tn7 DDE FP -4.6, ASAP1 GAP inh 1.2, Tn6 DDE FP -4.0, HGIII-sPLA2 inh -26.8, KLK7 zymogen act 0.7, PLCg1 inh 1.9, PLC-beta3 inh 3.8, UHRF1 binding 24.5*, Rev-erbA mod 3.6 and ARFGAP1 inh 8.3.
Cc1ccc(N(CC(=O)NCc2ccco2)C(=O)CCC(=O)Nc2nccs2)cc1 was read as Tn7 DDE FP 2.2, ASAP1 GAP inh -2.4, Tn6 DDE FP 6.5, HGIII-sPLA2 inh -8.9, KLK7 zymogen act 0.3, PLCg1 inh 0.0, PLC-beta3 inh -5.2, UHRF1 binding -1.0, Rev-erbA mod -5.0 and ARFGAP1 inh -4.8.
COc1ccc(Cc2nc3ccc(C(=O)N4CCCC4)cc3o2)cc1OC was read as Tn7 DDE FP 2.2, ASAP1 GAP inh -3.8, Tn6 DDE FP -0.1, HGIII-sPLA2 inh -2.7, KLK7 zymogen act 0.3, PLCg1 inh -2.7, PLC-beta3 inh -6.7, UHRF1 binding 0.2, Rev-erbA mod -1.9 and ARFGAP1 inh 11.3.
COc1cc(C(O)c2nc3ccccc3n2C)cc(OC)c1OC (stereo not drawn) was read as Tn7 DDE FP -4.0, ASAP1 GAP inh 0.5, Tn6 DDE FP 4.6, HGIII-sPLA2 inh 3.7, KLK7 zymogen act 0.7, PLCg1 inh 7.6, PLC-beta3 inh 4.2, UHRF1 binding 1.4, Rev-erbA mod -3.0 and ARFGAP1 inh 2.9.
Screening O=C(c1ccc(F)cc1F)N1CCN(c2ccccn2)CC1 returned Tn7 DDE FP -0.7, ASAP1 GAP inh -8.8, Tn6 DDE FP 2.0, HGIII-sPLA2 inh -2.9, KLK7 zymogen act 0.1, PLCg1 inh -2.6, PLC-beta3 inh 3.8, UHRF1 binding 1.0, Rev-erbA mod 0.4 and ARFGAP1 inh -7.5.

No enrichment for hits, and some 4.5% of all compounds hit somewhere here.
